# M1 PAM: human M1 muscarinic receptor positive allosteric modulators, primary screen, CHO-K1 cells, Fluo-8 calcium fluorescence, 1536-well. Muscarinic acetylcholine receptor M1 (Homo sapiens), P11229. CHO-K1 hM1, ACh EC20; 0% = ACh EC20, 100% = maximal ACh. activation, % at 3 µM. 360,000 compounds, 0.088% hits. AID 588819, 2011; in the data active = activation above about 19%, passing the limit was not always enough
# Target sequence (P11229 whole entry, looked up): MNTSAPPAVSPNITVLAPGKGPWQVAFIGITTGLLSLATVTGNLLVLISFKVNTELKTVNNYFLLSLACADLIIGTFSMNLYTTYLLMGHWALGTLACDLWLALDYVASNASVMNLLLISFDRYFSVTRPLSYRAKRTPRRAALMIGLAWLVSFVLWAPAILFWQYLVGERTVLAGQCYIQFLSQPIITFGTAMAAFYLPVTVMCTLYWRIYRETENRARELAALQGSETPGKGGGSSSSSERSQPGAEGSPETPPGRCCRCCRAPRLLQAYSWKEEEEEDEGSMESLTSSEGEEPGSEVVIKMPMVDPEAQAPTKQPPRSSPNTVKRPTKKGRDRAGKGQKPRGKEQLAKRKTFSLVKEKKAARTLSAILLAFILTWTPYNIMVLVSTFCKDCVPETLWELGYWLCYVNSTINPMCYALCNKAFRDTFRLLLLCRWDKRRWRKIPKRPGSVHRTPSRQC
# TAAR1 agonist: human TAAR1 agonists, primary screen, Fluo-8 calcium fluorescence, CHO RD-HGA16 cells | Trace amine-associated receptor 1 (Homo sapiens), Q96RJ0 | vehicle wells 0%, saturating PEA agonist 100% | activation, % at 3 µM | 360,000 compounds, 0.99% hits | AID 624467, 2012;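 active = activation above the mean activation of all test compounds in the run plus 3 SD, cut at about 38% in these data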
# Target sequence (Q96RJ0 whole entry, looked up): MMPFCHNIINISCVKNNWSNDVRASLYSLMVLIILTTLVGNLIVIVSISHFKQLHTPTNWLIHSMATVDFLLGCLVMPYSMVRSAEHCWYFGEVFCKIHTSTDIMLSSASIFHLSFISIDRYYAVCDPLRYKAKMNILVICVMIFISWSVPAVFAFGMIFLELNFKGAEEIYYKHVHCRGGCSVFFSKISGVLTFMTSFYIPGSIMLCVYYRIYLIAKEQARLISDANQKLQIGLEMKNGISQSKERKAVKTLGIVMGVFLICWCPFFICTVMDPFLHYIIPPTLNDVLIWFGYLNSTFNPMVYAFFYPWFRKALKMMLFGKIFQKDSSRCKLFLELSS
#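 Assay system: CHO-derived RD-HGA16 cells with stable Gα16 and human TAAR1; timing: 17-24 h seeding, 75 min 37 °C dye, 30 min RT; read-out: % activation from peak over basal fluorescence ratio, DMSO-to-PEA scaled; measured by: kinetic Fluo-8 calcium fluorescence; benchmarks: low control DMSO, high control PEA (EC100); doses: 3 µM single concentration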
# TAAR1 antag: human TAAR1 antagonists, primary screen, Fluo-8 calcium fluorescence, CHO RD-HGA16 cells; AID 624466, 2012; antagonist; inhibition, % at 3 µM; 360,000 compounds, 1.5% hits; Trace amine-associated receptor 1 (Homo sapiens), Q96RJ0;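 active = inhibition above a per-plate cutoff, the mean inhibition of test compounds on that plate plus 3 SD, cut at about 49% in these data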;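 also: 0% = DMSO plus EC80 beta-PEA response and 100% = DMSO alone without agonist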
#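 test system = CHO RD-HGA16 cells bearing hTAAR1 | replication = singlicate | controls = DMSO-only wells and EC80 β-PEA-stimulated wells | reagent = EC80 β-phenethylamine stimulus | read-out basis = percent inhibition of PEA-evoked calcium signal, max/basal emission ratio | schedule = seeding 17-24 h prior, 75-min 37 °C, 30-min RT dye loading | signal = kinetic Fluo-8 calcium fluorescence measurement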
# CHO-K1 Ca ag: counter-screen for M1 agonists: effect in parental CHO-K1 cells; Fluo-8 calcium fluorescence; scaled to maximal ATP response, vehicle zero; activation, % at 3 µM; 360,000 compounds, 0.48% hits; in the data active = activation above about 15%;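 also: untransfected CHO-K1 host cells lacking M1 receptor as counterscreen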
# CHO-K1 Ca PAM: nonselective calcium activators in parental CHO-K1 cells, primary screen, counter-screen for M1 PAM project, cell-based, Fluo-8 calcium fluorescence, full deck, 1536-well. ATP EC20; 0% at ATP EC20, 100% at ATP max. activation, % at 3 µM. 360,000 compounds, 0.02% hits;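 active = activation above the run cutoff, the mean activation of all test compounds plus 3 SD, cut at about 40% in these data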;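 also: peak over basal fluorescence ratio in a 140 s read after ATP addition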
# CHO parental Ca: ATP-evoked calcium signal inhibitors, parental CHO, primary screen, counter-screen for OX1R antagonist project, cell-based, fluorescence, Fluo-8 calcium dye; parental CHO-K1, ATP-induced calcium, Fluo-8 fluorescence; AID 463079, 2010; inhibition, % at 5.6 µM; 330,000 compounds, 0.63% hits;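 active = inhibition above that plate's mean sample inhibition plus 3 SD, cut at about 26% in these data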;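 also: 0% = ATP-challenged DMSO wells and 100% = DMSO wells without ATP; some compounds past the cut are filed as inactive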
#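 Measured by: calcium-sensitive Fluo-8 fluorescence / Test system: CHO parental line / Controls: ATP-challenged DMSO wells low, unchallenged DMSO wells high / Measure: % inhibition / Compound: single nominal dose of 5.6 µM per compound / Replicates: single well per compound, no replicates / Reagent: ATP as calcium-mobilizing challenge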
# M1 ag: human M1 muscarinic receptor agonists, primary screen, Fluo-8 calcium fluorescence, CHO-K1 cells, HTS | CHO-K1 hM1, agonist mode; 0% DMSO, 100% acetylcholine EC100 | 360,000 compounds, 0.33% hits | activation, % at 3 µM;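 active = activation above the run's mean compound activation plus 3 SD, cut at about 16% in these data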;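 also: peak over basal fluorescence ratio within a 140 s kinetic read after compound addition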
# CHO-K1 Ca antag: M1 antagonist counterscreen hit in parental CHO-K1 cells | ATP-induced calcium, Fluo-8 fluorescence | inhibition, % at 3 µM | 360,000 compounds, 0.6% hits;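 active = inhibition above a per-plate cutoff, the plate's mean sample inhibition plus 3 SD, cut at about 24% in these data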;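 also: 0% = DMSO plus EC80 ATP and 100% = DMSO alone without ATP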
# M1 antag: human M1 muscarinic receptor antagonists, primary screen, CHO-K1 cells, Fluo-8 calcium fluorescence, 1536-well; CHO-K1 hM1, ACh EC80 antagonist; inhibition, % at 3 µM; 360,000 compounds, 1.3% hits; AID 588852, 2011;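 active = percent inhibition above its own plate's cutoff, namely the mean of that plate's compound wells plus 3 SD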;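 also: peak over basal fluorescence ratio during 140 s after agonist addition; 0% = ACh EC80 plus DMSO and 100% = DMSO alone without agonist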
# The depositor's hits bear a star; . = no result given. Rows were taken by chance (roughly 4.4% active in at least one column).
SMILES,M1 PAM,TAAR1 agonist,TAAR1 antag,CHO-K1 Ca ag,CHO-K1 Ca PAM,CHO parental Ca,M1 ag,CHO-K1 Ca antag,M1 antag
CC1=NN(c2ccccc2)C(=O)C1(C)[N+](=O)[O-] (stereo not drawn),1,1,0,9.7,16,2,-6,3,2
O=C(OCC(=O)N1CCN(Cc2ccccc2)CC1)c1cc(Cl)ccc1[N+](=O)[O-],0,2,3,2.0,2,-14,-4,-19,-3
COc1ccc(S(=O)(=O)N(C)C)cc1NC(=O)Cc1c[nH]c2ccccc12,2,1,2,1.4,-8,-19,-5,-3,-3
CCN(CC(=O)Nc1c(F)cccc1F)C(=O)Cc1ccc2c(c1)OCCO2,5,0,-3,-0.2,7,0,-3,-9,3
CCNC(=S)N(CCc1c(C)[nH]c2ccc(F)cc12)Cc1cccnc1,-7,5,10,4.4,3,-19,-7,-3,8
CC(OC(=O)[C@H](C)NC(=O)c1ccccc1Cl)C(=O)NCc1ccc2c(c1)OCO2 (stereo partly drawn),3,-1,-8,0.9,7,-10,-3,-5,-8
O=C(NCc1ccc2c(c1)OCO2)C1CCCN1C(=O)Nc1ccc(Cl)cc1 (stereo not drawn),12,-1,-9,0.5,-14,-12,-3,1,-13
CC(C)n1cnc2c(NCc3ccccc3)cc(Cc3ccc(F)cc3)cc21,0,47*,16,-0.1,8,-31,1,-4,7
Cc1ccc(CN(CC(=O)NCc2ccc3c(c2)OCO3)C(=O)c2csnn2)cc1,14,-4,25,1.8,10,-7,0,-12,-17
CC1(c2ccccc2)NC(=O)N(CCOc2ccccc2)C1=O (stereo not drawn),-4,0,-18,0.6,2,-11,-2,4,6
CCCOc1ccc(/C=N/NC(=O)CN(c2ccc(OCC)cc2)S(C)(=O)=O)cc1,1,-2,-21,3.5,-13,-13,-1,16,-21
COc1ccc(-c2nn(-c3ccccc3)cc2C(=O)O)cc1OC,6,4,15,0.0,18,-6,0,-19,-6
COc1cc(C(=O)Nc2nnc(SCC(=O)NCC3CCCO3)s2)cc(OC)c1OC (stereo not drawn),7,2,11,5.3,3,-13,-2,16,-4
O=C(C[C@H]1C/C=C\CC[C@@H](Cc2ccc(F)cc2)C(=O)O[C@@H](c2ccccc2)CNC1=O)N[C@@H](CO)Cc1ccccc1,6,1,6,1.0,7,-13,-4,-8,-1
CCCSc1ccc(C(=O)Nc2ccc(F)cc2F)cn1,-9,67*,29,0.4,0,8,-10,-4,4
O=C(NCc1ccccc1)c1cc(C2CCCN(C(=O)C3CC3)C2)on1 (stereo not drawn),4,1,-15,0.3,17,.,-1,-18,-15
CCN(CC)CC(=O)Nc1c(C#N)cnn1-c1ccccc1,2,3,-23,-0.3,13,7,-2,-3,-8
CN1C(=O)c2cccc3c(Cl)ccc(c23)C1=O,-2,2,-27,-0.1,18,-11,-4,-20,-4
COc1cc(CNc2nccn3ccnc23)cc(OC)c1,4,4,-9,2.2,2,.,-1,2,-13
CC(C)Cn1c(SCC(=O)NC(=O)Nc2ccc3c(c2)OCCO3)nc2ccccc2c1=O,7,1,-14,0.3,18,-21,-3,-15,-12
O=C(CC1CC2CCC1C2)NCc1cccs1 (stereo not drawn),8,2,-1,0.3,15,-5,-6,-20,-25
CCNc1nc(NCC)n2c(SC(C)C(=O)c3ccc(C)cc3)nnc2n1 (stereo not drawn),-5,0,16,0.4,22,-5,-9,-8,12
COCOCCn1cc(CN2CCS(=O)(=O)N(Cc3ccc(-c4ccc(Cl)nc4)cc3)C(CC(C)C)C2=O)nn1 (stereo not drawn),-7,12,49*,5.3,4,.,-2,-5,2
Fc1ccc(C2=CC(c3ccc(Br)o3)n3ncnc3N2)cc1 (stereo not drawn),-1,.,.,8.1,14,36,4,2,2
CCn1c2ccccc2c2cc(NC(=O)COC(=O)c3ccc(NC(=O)CC#N)cc3)ccc21,15,1,3,1.0,11,-2,-2,2,-19

# Looked up above:
# CC1=NN(c2ccccc2)C(=O)C1(C)[N+](=O)[O-] (stereo not drawn) | M1 antag = 2
# CCCSc1ccc(C(=O)Nc2ccc(F)cc2F)cn1 | TAAR1 antag = 29

# A second format for 4 compounds above.
Molecule	M1 PAM	TAAR1 agonist	TAAR1 antag	CHO-K1 Ca ag	CHO-K1 Ca PAM	CHO parental Ca	M1 ag	CHO-K1 Ca antag	M1 antag
CC(OC(=O)[C@H](C)NC(=O)c1ccccc1Cl)C(=O)NCc1ccc2c(c1)OCO2 (stereo partly drawn)	3	-1	-8	0.9	7	-10	-3	-5	-8
O=C(NCc1ccc2c(c1)OCO2)C1CCCN1C(=O)Nc1ccc(Cl)cc1 (stereo not drawn)	12	-1	-9	0.5	-14	-12	-3	1	-13
CC(C)n1cnc2c(NCc3ccccc3)cc(Cc3ccc(F)cc3)cc21	0	47*	16	-0.1	8	-31	1	-4	7
Cc1ccc(CN(CC(=O)NCc2ccc3c(c2)OCO3)C(=O)c2csnn2)cc1	14	-4	25	1.8	10	-7	0	-12	-17

# (continued)
SMILES,M1 PAM,TAAR1 agonist,TAAR1 antag,CHO-K1 Ca ag,CHO-K1 Ca PAM,CHO parental Ca,M1 ag,CHO-K1 Ca antag,M1 antag
Cc1c(C(=O)NCc2n[nH]c(=S)n2-c2ccc(F)cc2)cccc1[N+](=O)[O-],2,0,1,1.1,19,1,-2,-18,4
COc1ccc(C2CCc3cc4c(cc3C2=NOC(C)=O)OCO4)cc1OC (stereo not drawn),14,2,-6,5.3,-16,.,6,13,-3
CCOc1ccccc1CSc1nc2ccccc2[nH]1,-4,3,2,3.3,20,-10,-9,-11,-17
Cc1ccc(-c2csc(N/N=C/c3ccco3)n2)cc1,0,-2,1,0.2,21,-24,-4,-11,-1
Cc1ccc(C)c(NS(=O)(=O)c2ccc3c(c2)Cc2cc(S(=O)(=O)Nc4cc(C)ccc4C)ccc2-3)c1,5,0,-6,1.1,13,-4,-3,-3,0
CCNc1c(NS(=O)(=O)c2ccc(OC)c(Cl)c2)c(=O)oc2ccccc12,-6,9,40,5.8,14,-17,0,-15,7
N#CCCn1cc(C(=O)O)c(-c2ccc3ccccc3c2)n1,16,3,-24,-0.2,17,0,-1,-10,-16
CC(=O)c1cccc(NC(=O)CSc2ccc(-c3ccc4c(c3)OCO4)nn2)c1,0,5,54*,0.5,7,-4,-1,-9,2
CCCC1=C(C(=O)OCC)C(c2sccc2C)n2ncnc2N1 (stereo not drawn),7,-1,11,0.1,15,-11,-5,-14,-7
Cc1ccsc1CN(C)CC(=O)Nc1ccccc1C(=O)NC1CC1,-2,5,-3,0.2,22,-14,-1,-19,-1
Cc1ccc(C(=O)NNC(=O)CCC(=O)NCc2ccccc2)cc1Br,1,2,-14,0.1,2,.,-2,-2,-5
CCOC(=O)c1ccc(N2CCN(c3ccc(F)cc3)CC2)c(NC(=O)Nc2cccc(OC)c2)c1,-15,9,58*,1.0,26,5,-5,-12,34*
COc1ccc(NC(=O)C2Cc3c(-c4cccc(C(C)=O)c4)ccnc3O2)cc1 (stereo not drawn),3,1,-4,0.9,-12,.,0,0,-8
Cc1occc1C(=O)N1CCCC(N2CCN(c3cccc(C(F)(F)F)c3)CC2)C1 (stereo not drawn),-2,0,-18,2.8,2,-26,-3,-4,-8
O=C1C2CC=CCC2C(=O)N1c1ccc(NCCc2ccccc2F)c([N+](=O)[O-])c1 (stereo not drawn),10,3,0,0.7,20,-5,-5,-9,-7
O=C(NCCc1ccccc1F)c1cc(COc2ccc(F)cc2F)on1,-4,0,-7,1.6,20,.,-7,-4,-9
Cc1ccccc1S(=O)(=O)NC(=O)C1(C)CCN1C(=O)CCc1ccc(Cl)cc1Cl (stereo not drawn),-2,0,0,-0.2,24,.,-2,-7,5
O=[N+]([O-])c1cccc(-c2cn3nc(-c4ccccc4)c(-c4ccccc4)nc3n2)c1,1,0,-12,3.5,12,-8,-2,-7,6
Cc1ccc(SCC(=O)OCC(=O)N(C)C2CCS(=O)(=O)C2)cc1C (stereo not drawn),4,6,-7,1.2,11,-7,-1,-13,6
CCOc1ccc2nc(Cl)c(C3CC(c4ccco4)=NN3S(C)(=O)=O)cc2c1 (stereo not drawn),2,0,1,0.5,18,-15,-4,-14,-27
COc1cccc(/C=N/NC(=S)NCCc2ccccc2)c1,-6,6,-48,-1.0,2,-23,-10,8,-1
CC1=NN(C(C)C)C(=O)C1,13,.,.,0.2,10,4,-1,-11,-13
O=C(O)Cc1csc(Nc2cccc(Cl)c2)n1,5,0,-7,1.1,21,-3,-8,0,-7
O=C(c1nc2ccccc2[nH]1)c1ccccc1[N+](=O)[O-],-4,2,-14,-0.3,-20,-10,-9,15,2
NC(=O)CC(NC(=O)Cc1cccc2ccccc12)c1ccc(NCCc2cccc(F)c2)c([N+](=O)[O-])c1 (stereo not drawn),1,5,9,0.3,9,-17,-4,-9,0
# The listing continues.
SMILES,M1 PAM,TAAR1 agonist,TAAR1 antag,CHO-K1 Ca ag,CHO-K1 Ca PAM,CHO parental Ca,M1 ag,CHO-K1 Ca antag,M1 antag
COc1cccc(CSc2nc(N)cc(N)n2)c1,4,0,-18,0.3,13,-7,-2,-5,-12
COc1ccc(N(C)C(=O)c2ccc3nc(-c4ccccc4)c(-c4ccccc4)nc3c2)cc1,-10,7,-13,1.6,17,-27,-3,-8,7
NC(COCc1ccccc1)c1csc(NC(=O)Nc2cccc(C(F)(F)F)c2)n1 (stereo not drawn),10,36,26,0.7,7,.,12,9,3
Cc1cccc(NC(NC(=O)c2cccnc2)C(Cl)(Cl)Cl)c1 (stereo not drawn),10,8,3,0.9,16,-9,0,-5,-14
CCCCc1cc(=O)oc2cc(OC(C)C(=O)NCCN3CCOCC3)c(Cl)cc12 (stereo not drawn),13,1,-12,1.3,2,-29,0,-6,5
O=C(O)CC(C(=O)Nc1ccc(Cl)cc1)N1CCCCCC1 (stereo not drawn),9,8,-12,0.8,16,-14,-2,-7,-7
O=c1[nH]c(SCc2ccccc2)nc2[nH]ncc12,8,7,-19,2.1,21,-2,-2,-6,-9
CC(=O)c1ccc(OCC(=O)Nc2ccc3nc(C)sc3c2)cc1,10,3,-1,3.0,17,-10,-3,-15,-10
CC1(C)Cc2nc3sc4c(=O)n(CC(N)=O)cnc4c3cc2CO1,-7,3,-11,0.1,-4,-4,-2,2,16
CCOC(=O)c1cccc(NC(=O)C2CCCN(S(=O)(=O)c3cnc[nH]3)C2)c1 (stereo not drawn),9,-1,8,-0.1,-7,-12,-2,5,-9

# From PubChem BioAssay
